High-throughput results from PubChem.
Bim-Bcl-W – inhibitors of Bim binding to Bcl-W, primary screen, biochemical, multiplexed, bead-based flow cytometry | Bcl-2-like protein 2 (Homo sapiens), Q92843 | 0.02% of 190,000 active | Bim peptide-Bcl-W binding | inhibition, % at 10 µM;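 note: 0% = bound tracer without compound and 100% = peptide blocker; higher means less fluorescent Bim peptide bound to Bcl-W beads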
Target sequence (Q92843 whole entry, looked up): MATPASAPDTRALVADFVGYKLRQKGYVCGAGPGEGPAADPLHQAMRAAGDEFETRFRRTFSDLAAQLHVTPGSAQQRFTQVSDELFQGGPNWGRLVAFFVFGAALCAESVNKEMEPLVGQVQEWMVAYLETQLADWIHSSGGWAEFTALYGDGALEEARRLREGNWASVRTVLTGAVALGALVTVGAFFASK
RGS7-Gao reg – RGS7-Galphao binding modulators, primary screen, biochemical, multiplexed bead flow cytometry; Guanine nucleotide-binding protein G(o) subunit alpha (Homo sapiens), P09471; actives lie on both sides; binding response (% of control), % at 10 µM; 0.35% of 220,000 active; AID 1439, 2008; in the data active = binding response below about 49% or above about 150%; inconclusive = no clear call, values can overlap the other calls; inactive = in between;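 note: fluorescent Galphao held in activated GDP-AlF4 state binding bead-coupled RGS7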
RGS4-Gao reg – modulators of RGS4 binding to Galphao, primary screen, biochemical, multiplexed bead flow cytometry; actives lie on both sides; binding response (% of control), % at 10 µM; 0.33% of 220,000 active; AID 1415, 2008; in the data active = binding response below about 49% or above about 150%; inactive = in between;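 note: fluorescent Galphao activated with aluminum fluoride binding bead-coupled RGS4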
Mcl1-Noxa inh – Mcl-1/Noxa binding inhibitors, primary screen, biochemical, TR-FRET, 1536-well | TR-FRET Mcl-1/Noxa peptide binding, 2 h | inhibition, % at 21.7 µM | 1.5% of 220,000 active | AID 1022, 2008;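 active = compounds that cut the protein-peptide binding signal by more than 50% relative to plate controls in a single-dose test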;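 note: His-tagged Mcl-1 with rhodamine Noxa BH3 peptide and terbium anti-His antibody; 0% = Mcl-1 plus Noxa peptide wells and 100% = peptide-only wells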
Bcl-2 Bim block – inhibitors of Bim-Bcl-2 binding, primary screen, biochemical, multiplexed, human Bcl-2 family; Apoptosis regulator Bcl-2 (Homo sapiens), P10415; Bead-based flow cytometry, Bim peptide-Bcl-2 binding; inhibition, % at 10 µM; 0.06% of 190,000 active; AID 950, 2007; in the data active = inhibition above about 40%; inconclusive = no clear call, values can overlap the other calls;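 note: 0% = no compound wells with probe peptide and 100% = reference peptide inhibitor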
Target sequence (P10415 whole entry, looked up): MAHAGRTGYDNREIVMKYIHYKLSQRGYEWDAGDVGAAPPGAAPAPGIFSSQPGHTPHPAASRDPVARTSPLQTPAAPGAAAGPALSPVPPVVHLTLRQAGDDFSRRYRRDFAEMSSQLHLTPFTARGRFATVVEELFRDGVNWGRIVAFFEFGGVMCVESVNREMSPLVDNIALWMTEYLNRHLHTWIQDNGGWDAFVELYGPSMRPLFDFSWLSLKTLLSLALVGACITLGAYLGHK
Bim-Mcl-1 – inhibitors of Bim peptide binding to Mcl-1, primary screen, biochemical, bead-based flow cytometry, multiplex | Induced myeloid leukemia cell differentiation protein Mcl-1 (Homo sapiens), Q07820 | Bim peptide-Mcl-1 binding | inhibition, % at 10 µM | 0.1% of 190,000 active | AID 1009, 2008;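 note: 0% = no compound tracer wells and 100% = peptide blocker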
Bfl-1 Bim block – inhibitors of Bim binding to Bfl-1, primary screen, biochemical, multiplexed, bead-based flow cytometry; Bcl-2-related protein A1 (Homo sapiens), Q16548; Bim-Bfl-1 binding inhibition; inhibition, % at 10 µM; 0.12% of 190,000 active; AID 1008, 2008;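 note: 0% = wells without compound plus tracer and 100% = blocker peptide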
Bcl-B Bim block – inhibitors of Bim-Bcl-B binding, primary screen, biochemical, multiplexed, human Bcl-2 family. Bcl-2-like protein 10 (Homo sapiens), Q9HD36. bead-based flow cytometry, Bim peptide-Bcl-B binding. inhibition, % at 10 µM. 0.073% of 190,000 active. AID 951, 2007;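 note: 0% = tracer peptide without compound and 100% = reference inhibitor peptide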
Target sequence (Q9HD36 whole entry, looked up): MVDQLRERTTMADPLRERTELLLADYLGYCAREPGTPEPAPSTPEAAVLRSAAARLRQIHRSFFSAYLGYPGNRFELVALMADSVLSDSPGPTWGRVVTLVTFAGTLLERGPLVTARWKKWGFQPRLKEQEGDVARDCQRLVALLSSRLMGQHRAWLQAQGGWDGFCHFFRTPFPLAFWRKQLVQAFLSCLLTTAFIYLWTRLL
Bim-Bcl-XL – inhibitors of Bim-Bcl-XL binding, primary screen, biochemical, multiplexed, bead flow cytometry, human Bcl-XL. Bcl-2-like protein 1 (Homo sapiens), Q07817. Bim peptide-Bcl-XL binding, fluorescence. inhibition, % at 10 µM. 0.04% of 190,000 active. AID 1007, 2008
Target sequence (Q07817 whole entry, looked up): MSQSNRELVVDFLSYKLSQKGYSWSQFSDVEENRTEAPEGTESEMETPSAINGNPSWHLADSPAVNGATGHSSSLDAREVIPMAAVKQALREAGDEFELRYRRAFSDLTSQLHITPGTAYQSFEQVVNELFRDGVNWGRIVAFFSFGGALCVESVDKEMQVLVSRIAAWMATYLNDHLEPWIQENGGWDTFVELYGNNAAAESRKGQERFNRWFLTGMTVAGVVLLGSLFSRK
RGS8-Gao – RGS8-Galphao binding modulators, primary screen, biochemical, multiplexed bead flow cytometry. Guanine nucleotide-binding protein G(o) subunit alpha (Homo sapiens), P09471. actives lie on both sides. response (percent of control binding), % at 10 µM. 0.34% of 220,000 active. AID 1423, 2008; in the data active = response below about 60% or above about 140%; inactive = in between;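 note: Galphao activated as the GDP aluminium fluoride complex binding bead-coupled RGS8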
Mcl1 Bid PPI – Mcl-1/Bid binding inhibitors, primary screen, biochemical, TR-FRET, 1536-well | Induced myeloid leukemia cell differentiation protein Mcl-1 (Homo sapiens), Q07820 | TR-FRET Mcl-1/Bid-Dy647 peptide binding | inhibition, % at 21.7 µM | 0.97% of 220,000 active;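 active = compounds that cut the binding signal by more than half at the single screening dose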;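 note: His-tagged Mcl-1 with europium anti-His antibody binding Bid BH3 peptide; 0% = Mcl-1 plus peptide wells and 100% = peptide-only wells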
An asterisk follows results filed as active; ? = inconclusive; / = no result given. Cut-off read from the data, not from the text of the source, unless noted: active = inhibition above about 40%.

Order of values – Bim-Bcl-W	RGS7-Gao reg	RGS4-Gao reg	Mcl1-Noxa inh	Bcl-2 Bim block	Bim-Mcl-1	Bfl-1 Bim block	Bcl-B Bim block	Bim-Bcl-XL	RGS8-Gao	Mcl1 Bid PPI
- COc1ccccc1Cn1c(C)nc2ccccc21
    /	?	98	6	/	/	/	/	/	97	-10
- COC(=O)N1CCN(c2ccc(OC)cc2)CC1
    -1	103	109	11	-7	-3	-6	-8	-7	109	-10
- COc1ccc(CC(CC(=O)O)C(=O)Nc2ccccc2)cc1 (configuration not stated)
    4	94	92	-8	-5	-1	-8	-9	-16	95	-17
- Cc1nn2c3ccccc3n(CC(=O)c3cccs3)c2nc1=O
    3	107	97	-14	0	3	-5	1	2	96	-13
- O=C(Nc1ccc(F)c(Cl)c1)C1CC(=O)n2c(nc3ccccc32)N1 (configuration not stated)
    0	91	99	4	0	1	-5	0	-1	102	-12
- Cc1ccc(-c2csc(N/N=C/c3ccco3)n2)cc1
    -2	101	96	9	-2	-1	0	-3	-2	98	-49
- COC(=O)c1cccc(-c2ccc(/C=N/N3C(=O)C4C5C=CC(C6CC56)C4C3=O)o2)c1 (configuration not stated)
    1	96	98	-1	-4	0	-7	-4	-1	101	-19
- O=c1c2ccccc2nnn1CSc1nc2ccccc2[nH]1
    -5	100	101	15	-6	-9	-6	-8	-6	98	8
- CSc1c(-c2ccccc2)nc2ccc(Cl)cc2c1C(=O)O
    -2	91	85	-2	0	1	-2	0	0	97	-12
- COc1cc(/C=N/Nc2ccc(F)cc2F)cc(OC)c1OC
    -1	95	97	38	-8	-2	-7	-10	-5	98	-21
- Cc1c(NC(=O)COC(=O)C2(c3ccc(F)cc3)CCCC2)c(=O)n(-c2ccccc2)n1C
    -3	?	91	11	-9	-4	-6	-7	-2	96	-25
- CC(=O)c1cccc(N(C(=O)Cn2nnc3ccccc32)C(C(=O)NC2CCCCC2)c2cn(C)nc2C)c1 (configuration not stated)
    2	103	99	6	0	5	-9	-5	-2	102	-7
- Cc1ccc2[nH]c(-c3ccccc3)c(CN3CCN(C)CC3)c(=O)c2c1
    -1	98	100	13	1	3	-4	-2	-1	98	40
- CN(C)c1ccc(O)c2c1CC1CC3[C@@H](N(C)C)C(=O)C(C(N)=O)=C(O)[C@]3(O)C(=O)C1=C2O (some centres not stated)
    5	94	96	28	3	-3	4	-2	0	96	-12
- CC(C)(C)OC(=O)NCCCCc1cn(CC(=O)N2CCN(C(=O)OC(C)(C)C)CC2)nn1
    -1	98	99	-17	0	3	-3	0	0	99	-7
- CC(C)NC(=O)Nc1n[nH]c(Nc2ccc(Cl)cc2)n1
    /	?	87	7	/	/	/	/	/	99	-25
- COc1ccc(CCn2c(=O)[nH]c3cc(C(=O)NCCCN4CCOCC4)ccc3c2=O)cc1OC
    /	?	98	9	/	/	/	/	/	98	-11
- O=C(Cc1cccc2ccccc12)Nc1cccnc1
    -6	93	99	27	0	-6	2	-2	-2	97	-17
- O=C(CSc1nc2ncccc2[nH]1)NCc1ccccc1
    0	99	102	23	-9	-3	-10	-10	-6	106	-19
- COc1ccccc1NC(=O)c1csc2c1CCC(C)C2 (configuration not stated)
    -1	101	102	-13	0	0	-5	-1	-2	98	-9
- CCNc1nc(NCC)nc(OCCNS(=O)(=O)c2ccccc2)n1
    /	?	108	0	/	/	/	/	/	106	-6
- CN(Cc1nc(Cc2cccc(C(F)(F)F)c2)no1)C1CC(C)(C)NC(C)(C)C1
    -3	99	103	4	-3	-1	-5	0	-4	102	-4
- COc1ccc(C(=O)NC(=S)Nc2ccccc2N2CCOCC2)cc1Br
    -3	97	102	16	-5	-5	-2	-4	-3	103	-16
- O=C(Nc1ccc2c(c1)C(=O)N(CC1CCCO1)C2=O)c1ccccc1Br (configuration not stated)
    -2	104	100	1	-3	-1	-1	-3	0	102	-5
- CCCOC(=O)CSc1nc(N)c(C#N)c(-c2ccco2)c1C#N
    -3	100	100	-5	1	0	-3	-2	-7	101	-10
- Nc1ncnc2c1nc(SCCO)n2Cc1ccccc1
    -2	101	98	6	-2	-2	-3	-4	0	96	-14
- CN(C)S(=O)(=O)N(CC(=O)NCCSCc1ccccc1)c1ccccc1
    -7	84	91	20	-4	-5	-9	-5	-4	93	-44
- Nc1nc(SCC(=O)Nc2cccc(Oc3ccccc3)c2)n[nH]1
    -3	97	100	6	0	-7	-3	0	-4	88	-24
- CCCCC(=O)Nc1ccc(C(=O)Nc2ccc(OC)cc2[N+](=O)[O-])cc1
    -14	99	102	6	-10	-10	-17	-20	-18	101	-18
- c1ccc(Cn2nnc3c(NCc4ccc5c(c4)OCO5)ncnc32)cc1
    /	?	98	-15	/	/	/	/	/	99	52*

The results go on:
Order of values – Bim-Bcl-W	RGS7-Gao reg	RGS4-Gao reg	Mcl1-Noxa inh	Bcl-2 Bim block	Bim-Mcl-1	Bfl-1 Bim block	Bcl-B Bim block	Bim-Bcl-XL	RGS8-Gao	Mcl1 Bid PPI
- Nc1ccc2c(c1)OC1(CCCC1)O2
    1	?	100	22	3	-2	4	-1	-2	99	-17
- CC1CC(C)CN(S(=O)(=O)c2ccc(C(=O)NCc3ccc4c(c3)OCO4)cc2)C1 (configuration not stated)
    -5	99	98	4	-2	-3	0	-1	-4	97	-5
- Cc1nnc(CN(C)Cc2cn[nH]c2-c2ccc(-c3ccccc3)cc2)o1
    1	88	96	8	0	0	-5	0	-4	95	-12
- CCOC(=O)N1CCN(C(=O)c2ccc(N(Cc3ccccc3)S(C)(=O)=O)cc2)CC1
    0	98	100	-5	-10	0	-16	-10	-6	98	-2
- COc1ccc(/C=N/NC(=S)SC)cc1OC
    0	104	105	15	0	-8	2	-22	-4	99	-58
- COc1ccc(CCNC(=O)COc2ccc(S(=O)(=O)N3CCCC3)cc2)cc1
    0	94	96	11	-1	-1	-3	-5	-1	98	-16
- CCOC(=O)N1CCN(C(=O)c2ccc(C)c(S(=O)(=O)Nc3ccccc3)c2)CC1
    -1	95	93	19	-2	-3	0	-2	-3	100	-10
- CC(C)(C)NC(=O)CN(C(=O)CNS(=O)(=O)c1ccccc1)c1ccc2c(c1)OCCO2
    -11	108	104	-12	-20	-15	-11	-22	-11	103	-26
- Cn1cccc1C(=O)OCC(=O)Nc1cccc(S(=O)(=O)N2CCOCC2)c1
    -4	103	99	20	-6	-3	-5	-2	-5	99	-10
- COc1cc(C(=O)NCc2nnc(SCC(=O)N3CCc4ccccc43)o2)cc(OC)c1OC
    -3	98	100	6	0	0	0	3	1	103	-24
- CC(=O)NC(CCS(C)(=O)=O)C(=O)Nc1c(C)cccc1C (configuration not stated)
    1	97	103	-11	0	0	-6	-7	-3	106	-7
- Nc1ccc(C(=O)c2cccs2)cc1
    -14	99	101	-1	-6	-30	-6	-16	-19	102	-16
- COc1ccc(CNC(=O)CCCCCn2c(SCC#N)nc3cc4c(cc3c2=O)OCO4)cc1
    0	101	109	5	-3	1	-9	-3	-10	102	36
- O=C1OC(Cc2ccncc2)C(O)=C1C1=NCCCN1 (configuration not stated)
    0	107	104	8	0	-4	0	-4	-1	103	-6
- CCCn1ncc(CN2CCN(CCc3ccccc3)C(CCO)C2)c1C (configuration not stated)
    0	110	103	15	0	0	-4	-4	-4	103	-18
- CC(=O)c1cc(-c2ccccc2)n(CC(=O)NC(C)(C)C)c1C
    -2	104	103	10	-4	-1	-6	-6	-3	104	-39
- O=C(COC(=O)c1cc(Br)ccc1O)Nc1cc(S(=O)(=O)N2CCCC2)ccc1Cl
    -1	89	98	-68	-4	0	-1	-2	-2	101	-19
- COC(=O)CCCSc1nccn1-c1ccccc1
    -1	102	102	-1	0	0	-2	-6	0	103	-38
- CN(c1ccccc1)S(=O)(=O)c1ccc(C(=O)Nc2nnc(-c3ccc(F)cc3)o2)cc1
    -2	104	99	43	-8	-1	-14	-7	-5	105	-5
- CC(=O)c1c(C)[nH]c(C(=O)OCC(=O)c2c(N)n(C)c(=O)n(C)c2=O)c1C
    0	?	101	-29	-3	2	-7	-4	2	99	10
- O=C(O)CCCC(=O)NCc1c(Cl)cccc1Sc1ccc(Cl)cc1
    /	?	107	0	/	/	/	/	/	105	10
- CNc1nc(SC)nc(N(C)C#N)n1
    0	?	101	7	1	0	0	0	-1	100	-36
- CCOc1cc(C)c(S(=O)(=O)Nc2ccc(F)cc2)cc1C
    -5	99	100	18	-4	-6	0	-3	-1	104	16
- N#CCC(=O)NCCCc1ccccc1
    -5	102	98	11	-4	-4	-1	-6	-9	96	17

Arranged by SMILES length (largest number first): some entries from above
Order of values – Bim-Bcl-W	RGS7-Gao reg	RGS4-Gao reg	Mcl1-Noxa inh	Bcl-2 Bim block	Bim-Mcl-1	Bfl-1 Bim block	Bcl-B Bim block	Bim-Bcl-XL	RGS8-Gao	Mcl1 Bid PPI
- CC(=O)c1c(C)[nH]c(C(=O)OCC(=O)c2c(N)n(C)c(=O)n(C)c2=O)c1C
    0	?	101	-29	-3	2	-7	-4	2	99	10
- COc1cc(C(=O)NCc2nnc(SCC(=O)N3CCc4ccccc43)o2)cc(OC)c1OC
    -3	98	100	6	0	0	0	3	1	103	-24
- Cc1nnc(CN(C)Cc2cn[nH]c2-c2ccc(-c3ccccc3)cc2)o1
    1	88	96	8	0	0	-5	0	-4	95	-12
